Screens as filed in PubChem.
INS-1E GSIS act = GLuc luminescence reporter in INS-1E cells, primary screen for activators of glucose-dependent secretion of insulin | actives 0.61% (n = 370,000) | activation, % at 16.6 µM | INS-1E GLuc reporter insulin secretion, 2-3 h;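 active means lowest replicate activation of at least 40%, so every replicate reaches that level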;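 further: 0% = median of neutral control wells and 100% = median of IBMX positive control wells; some compounds called inactive have numbers as strong as hits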
LGR2 inh = Drosophila LGR2 receptor signaling inhibition. actives 0.35% (n = 380,000). AID 720647. HEK293 LGR2, CRE-luciferase, bursicon-stimulated, 4 h. inhibition, % at 9.99 µM;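 active means drop in luminescence signal, shown as inhibition above about 50% in the replicate tests, limit read from the data, passing the limit was not always enough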;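 further: agonist challenge used bursicon conditioned medium at about half maximal strength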
PAX8 reporter = PAX8 transcriptional activity inhibition; inhibition, % at 12.6 µM; AID 652154; RMG-I TPO-luciferase reporter, SteadyGlo, 24 h; actives 1.2% (n = 360,000);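 active means mean replicate inhibition at least 60% with every replicate also reaching 60%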;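 further: luciferase light reporting Pax8 driven TPO promoter activity; plate controls were median of neutral control wells for no effect and mitoxantrone controls for full effect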
ARNT-TACC3 inh = disrupts binding between human ARNT and TACC3; Q9Y6A5; AlphaScreen His-ARNT PAS-B/GST-TACC3 binding, luminescence; TACC3 fragment carries E629A point mutation; inhibition, % at 9.99 µM; actives 0.66% (n = 390,000); AID 623870;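 active means mean inhibition of replicates at least 50% and at least half of replicates each reaching 50%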;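 further: 0% = complete ARNT plus TACC3 wells and 100% = ARNT alone without TACC3; many hits fall short of the cut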
Cneo AK release = Cryptococcus neoformans lysis via adenylate kinase release; C. neoformans lysis, adenylate kinase release luminescence, 4 h; normalised: neutral wells 0, clomiphene wells 100; lysis activity, % at 15 µM; AID 651654; actives 0.2% (n = 360,000);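 active means mean lysis activity across replicates of at least 80%, whatever share of replicates individually reach that level; inactive means mean lysis activity below 80%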
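Material: C. neoformans cells | Amount: Yeast cell density of 5 × 10^6 cells/mL | Medium: Fresh YPD growth medium | Dosing: Single dose | Times: Static 4 h at 37 °C with compound, 1 h detection | Detection: AK luminescence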
PGC1a acetyl inh = lowers PGC1a acetylation signal in U2OS cells. actives 0.17% (n = 350,000). AlphaScreen anti-acetyl-lysine; with virally co-expressed GCN5 acetyltransferase. inhibition, % at 15.6 µM;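 active means every replicate shows inhibition of at least 40%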;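 further: 0% = neutral control wells and 100% = positive control wells; some results beyond the cut were filed as inactive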
PglD inh = PglD (C. jejuni) enzyme inhibition. purified PglD enzyme, DTNB colorimetric CoA detection. inhibition, % at 12.5 µM. actives 0.098% (n = 360,000). AID 602405; in the data active means inhibition above about 16%, passing the limit was not always enough; further: strong numbers were not always called active
Statin myotox sup = protects C2C12 myotubes from simvastatin toxicity; ATP luminescence, 48 h; scaled: DMSO 0, geranylgeraniol control 100; rescue of ATP level, % at 7.49 µM; actives 0.78% (n = 330,000); AID 602340;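 active means mean ATP rescue above about 67%, or every replicate alone reaching that limit, limit read from the data, passing the limit was not always enough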;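 further: myotubes were challenged with 10 µM simvastatin during compound exposure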
Active calls of the source: *; nt = no result given; & = joins results of further samples.

SMILES | INS-1E GSIS act | LGR2 inh | PAX8 reporter | ARNT-TACC3 inh | Cneo AK release | PGC1a acetyl inh | PglD inh | Statin myotox sup
COc1ccccc1C#Cc1ccc2c(c1)[C@@H]1NCC[C@@H]1[C@H](CO)N2 | 4.7 | -11.0 | -59.1 | nt | nt | -20.6 | nt | nt
CC(=O)c1ccc(NC(=O)CN2CCC(C(=O)c3ccc(F)cc3)CC2)cc1 | -5.1 | -7.9 | 2.9 | -3.7 | 0.0 | nt | 0.0 | 9.8
COc1ccc(-c2noc(N3CCC(C(=O)Nc4ccccc4OC)CC3)n2)cc1 | 6.0 | -0.9 | -65.1 | 0.7 | -2.0 | nt | -6.0 | -1.3
O=C(Nn1cnnc1)C(c1ccccc1)c1ccccc1 | -9.6 | 16.6 | nt | -2.3 | 6.7 | -3.1 | -3.2 | 3.9
COc1cc(NC(=O)c2ccc(N)nc2)cc(C(=O)Nc2cccc(C(F)(F)F)c2)c1 | -3.5&-46.7 | -54.0&-37.2 | 29.4&-9.2 | nt | -7.6&-4.1 | -9.5 | 0.8&0.6 | -16.1&5.3
C=C(C)[C@H]1CC=C(C)C(=O)C1 | 0.6 | -13.1 | nt | nt | -3.4 | -0.8 | -1.1 | -3.1
COc1ccc(C(=O)OC(C)C(=O)Nc2cc(C(F)(F)F)ccc2Cl)c(OC)c1OC (stereo not drawn) | -27.0 | 5.1 | 18.3 | -1.0 | 0.2 | -1.2 | 0.2 | nt
Fc1ccccc1CSc1nnc(-c2ccccc2)o1 | nt | nt | -140.0 | -11.6 | -6.0 | 1.7 | -1.6 | 10.1
COc1cccc(/C=C/C(=O)OCC(=O)c2c[nH]c3ccccc23)c1OC | nt | nt | 8.1 | -0.3 | 4.1 | nt | 5.4 | 11.4
COc1ccc(N(C)S(=O)(=O)c2cccc(C(=O)Nc3cccc(C(=O)NC4CC4)c3)c2)cc1 | 13.9 | 6.1 | 34.0 | -4.1 | 1.6 | 11.9 | -5.4 | -12.0
Cc1ccc(C)c(N2CCN(C(c3ccncc3)c3nnnn3Cc3ccccc3)CC2)c1 (stereo not drawn) | nt | nt | nt | -0.7 | 9.3 | -2.1 | -2.0 | -25.1
O=c1[nH][nH]c(-c2ccccc2)c1C=Nc1ccc(C(F)(F)F)cc1 | -1.0 | -7.3 | 30.1 | 5.4 | -0.2 | nt | 6.4 | 5.7
C[C@H](CO)N1C[C@H](C)[C@H](CN(C)Cc2ccc(C(=O)O)cc2)Oc2ccc(NS(=O)(=O)c3ccc(F)cc3)cc2C1=O | 21.5 | -6.6 | nt | -12.8 | -2.3 | 3.1 | 3.4 | nt
CCOC(=O)c1c(CC(C)C)csc1NC(C)=O | 6.8 | -21.7 | nt | -15.6 | -0.2 | 22.6 | -10.9 | -3.6
CCCCC(=NCCc1c(C)[nH]c2ccccc12)C1=C(O)CC(c2ccccc2)CC1=O (stereo not drawn) | 5.4 | 12.0 | 25.9 | 0.3 | 0.4 | 0.4 | -5.7 | -37.1
CC1(C)CC(=O)C(CC2=C(N)CC(C)(C)CC2=O)=C(N)C1 | 3.4 | 1.7 | 12.4 | -3.5 | 0.3 | nt | 0.8 | 9.5
COc1ccccc1CNC(=O)C[C@@H]1CC[C@H]2[C@@H](COc3ccc(NC(=O)Nc4ccc(F)c(F)c4)cc3C(=O)N2C)O1 | -6.2 | 7.8 | 13.8 | 5.9 | -1.2 | -0.8 | 1.4 | -0.2
O=C(CCCSc1nc2ccccc2[nH]1)NC1CCCCC1 | -5.1 | -29.3 | 4.3 | 12.6 | nt | 1.4 | nt | nt
N#C/C(=C\c1cn(CCOc2ccccc2)c2ccccc12)C(=O)NCc1cccs1 | 98.8* | -21.4 | 13.2 | 1.8 | 2.3 | nt | -8.2 | nt
C[C@H](NC(=O)C[C@@H]1C[C@H]2c3cc(NS(=O)(=O)c4ccc(F)cc4)ccc3O[C@H]2[C@H](CO)O1)c1ccccc1 | -15.5 | 18.1 | -9.7 | 4.4 | 4.2 | -1.3 | -0.2 | -13.2
COc1ccc(Cl)cc1S(=O)(=O)N1CCCC(C(=O)N2CCCC2)C1 (stereo not drawn) | 4.4 | -11.7 | 6.6 | nt | -3.8 | -2.4 | 4.1 | 11.7
NC(=O)c1cc([N+](=O)[O-])ccc1NCCN1C(=O)c2ccc(C(=O)O)cc2C1=O | -4.3 | 10.3 | 4.0 | 4.6 | 4.9 | -20.3 | -6.3 | -0.5
COc1ccc2c3c([nH]c2c1)[C@@H](CO)N(Cc1nccs1)CC31CN(Cc2cccnc2)C1 | 8.0 | 1.1 | -9.0 | nt | nt | 6.9 | nt | nt
OC(c1ccc(F)cc1)c1ncc(-c2cccc(C(F)(F)F)c2)[nH]1 (stereo not drawn) | -25.6 | 9.7 | -8.4 | nt | -0.7 | 6.0 | -1.6 | -1.1
COc1cccc(NC(=O)NC2CC(=O)N(c3ccc4c(c3)OCCO4)C2)c1 (stereo not drawn) | 4.6 | -1.5 | 3.7 | 1.5 | 0.9 | 3.8 | 6.1 | 5.0

Quoted from the results shown for reference:
SMILES | INS-1E GSIS act | LGR2 inh | PAX8 reporter | ARNT-TACC3 inh | Cneo AK release | PGC1a acetyl inh | PglD inh | Statin myotox sup
COc1ccccc1C#Cc1ccc2c(c1)[C@@H]1NCC[C@@H]1[C@H](CO)N2 | 4.7 | -11.0 | -59.1 | nt | nt | -20.6 | nt | nt
CC(=O)c1ccc(NC(=O)CN2CCC(C(=O)c3ccc(F)cc3)CC2)cc1 | -5.1 | -7.9 | 2.9 | -3.7 | 0.0 | nt | 0.0 | 9.8
COc1ccc(-c2noc(N3CCC(C(=O)Nc4ccccc4OC)CC3)n2)cc1 | 6.0 | -0.9 | -65.1 | 0.7 | -2.0 | nt | -6.0 | -1.3
O=C(Nn1cnnc1)C(c1ccccc1)c1ccccc1 | -9.6 | 16.6 | nt | -2.3 | 6.7 | -3.1 | -3.2 | 3.9
COc1cc(NC(=O)c2ccc(N)nc2)cc(C(=O)Nc2cccc(C(F)(F)F)c2)c1 | -3.5&-46.7 | -54.0&-37.2 | 29.4&-9.2 | nt | -7.6&-4.1 | -9.5 | 0.8&0.6 | -16.1&5.3

Other compounds
SMILES | INS-1E GSIS act | LGR2 inh | PAX8 reporter | ARNT-TACC3 inh | Cneo AK release | PGC1a acetyl inh | PglD inh | Statin myotox sup
Cc1ccccc1N1CC(C(=O)Nc2ccc3c(c2)OCO3)CC1=O (stereo not drawn) | -9.3 | -5.4 | -24.0 | -2.7 | -2.2 | 8.8 | -1.2 | 0.5
C=CCC[C@@H](Cc1ccc(F)cc1)C(=O)OC[C@@H](Cc1ccccc1)NC(=O)[C@@H](CC=C)CC(=O)N[C@@H](CO)Cc1ccccc1 | 0.4 | 14.4 | 12.8 | -5.6 | 0.8 | 20.1 | 2.1 | 10.5
O=C(c1ccco1)N1CCN(C(=O)c2cc3c(=O)oc4ccccc4c3s2)CC1 | nt | nt | nt | -0.8 | -3.9 | -3.5 | 6.0 | -0.7
CCn1c(SCc2ccc(C(=O)OC)o2)nnc1-c1c[nH]c2ccccc12 | -4.2 | 1.2 | 10.5 | -1.6 | -1.5 | -12.8 | 0.6 | -12.0
CCCCC(=O)N(C)c1c(CC)nc2c(OCc3cc(Cl)cc(Cl)c3)cccn12 | -13.4 | 24.0 | 29.4 | nt | 1.0 | nt | 0.7 | -12.5
CC(=O)c1ccc(OC2OCCOC2Oc2ccc(C(C)=O)cc2)cc1 (stereo not drawn) | -2.9 | 4.6 | 6.7 | -10.4 | nt | 0.0 | nt | nt
O=C(NN1C(=O)c2ccc(-c3ccc4c(c3)C(=O)N(NC(=O)c3cccnc3)C4=O)cc2C1=O)c1cccnc1 | -2.4 | -8.4 | 2.6 | 5.1 | 0.1 | 7.2 | 7.8 | 3.9
COc1ccc(Cn2cc(C(=O)c3ccccc3)c(=O)c3cc(OC)ccc32)cc1 | -5.4 | 6.6 | -19.5 | 0.4 | 0.5 | nt | -0.7 | 0.4
COC(=O)c1sccc1NC(=O)CSc1ccccc1NC(=O)CNC(C)C | 13.4 | 3.6 | 4.8 | 1.8 | nt | nt | nt | -1.0
C[C@@H]1CCCCO[C@H](CN(C)C)[C@H](C)CN([C@@H](C)CO)C(=O)c2cc(NS(=O)(=O)c3ccc(F)cc3)ccc2O1 | 4.3 | -22.1 | -10.3 | -6.6 | 0.3 | -0.7 | -2.2 | -15.1
CCn1cc(C(=O)NCc2ccc(C)cc2)c(=O)c2cc(S(=O)(=O)N(C)C)ccc21 | 10.5 | -11.4 | 2.7 | -2.4 | -1.5 | nt | 1.4 | -1.0
CCOC(=O)C(C(C)=O)c1nc(C)nc2c1nnn2Cc1ccccc1Cl (stereo not drawn) | -6.8 | -3.9 | nt | nt | 0.0 | -1.9 | -4.9 | nt
CCC(=O)Nc1cc(NC(=O)CSc2ncc(-c3ccc(F)cc3)n2Cc2ccco2)ccc1C | nt | nt | -181.4 | nt | 3.3 | -6.7 | -0.3 | nt
O=C(Cn1c(=O)n(Cc2ccco2)c(=O)c2c3c(sc21)CCCC3)Nc1ccccc1 | nt | nt | nt | 10.4 | -0.3 | -4.3 | -8.9 | -0.6
Cc1ccc2c(c1)nnn2C1CCN(CC(=O)N2c3ccccc3CC2C)CC1 (stereo not drawn) | nt | nt | nt | 3.1 | -0.4 | -9.7 | 2.9 | -0.2
COc1ccc(S(=O)(=O)N(C)C[C@H]2Oc3ccc(NS(=O)(=O)c4cn(C)cn4)cc3CC(=O)N([C@@H](C)CO)C[C@H]2C)cc1 | 9.2 | 22.6 | -5.1 | nt | -1.4 | 1.3 | -2.1 | 9.1
CCOc1ncccc1C(=O)Nc1ccc2nc(C)sc2c1 | 11.2 | -25.6 | -61.2 | 28.6 | -1.6 | 4.0 | 0.6 | -11.0
O=C1C(O)CC2c3ccccc3CC3(CCCC3)N12 (stereo not drawn) | -10.0 | 4.4 | 10.5 | 2.0 | -2.4 | -8.5 | 1.8 | -15.4
C=CCN1C(=O)/C(=C\c2ccc(C)cc2)N=C1SCC(=O)NCCC | nt | nt | nt | 0.8 | 1.8 | -2.1 | -0.1 | -2.0
Cc1cc(Nc2ccc([N+](=O)[O-])cc2)c2ccccc2n1 | nt | nt | 45.0 | -5.7 | -1.1 | 72.9 | -5.0 | -5.5
COc1ccccc1CCNC(=O)c1c(C)nn(CC(C)C)c1Cl | -10.0 | -4.3 | -70.5 | -5.6 | -3.3 | nt | -2.6 | 7.4
CC(C)(C)NC(=O)C[C@H]1C[C@H](C(=O)N2CCCCC2)[C@@]2(CCc3ccccc3)c3[nH]c4ccc(Cl)cc4c3CCN2C1=O | 12.6 | -13.8 | -3.6 | 14.4 | 4.0 | 2.3 | 5.4 | 18.2
COc1ccc(CN(C)C[C@H]2Oc3ccc(NS(=O)(=O)c4cccs4)cc3CC(=O)N([C@@H](C)CO)C[C@H]2C)cc1 | 21.3 | -6.9 | nt | nt | nt | 4.0 | nt | 22.4
CCc1nnc(NC(=O)C2CCCN(c3nc4ccccc4s3)C2)s1 (stereo not drawn) | nt | nt | nt | -0.1 | -3.6 | nt | -2.7 | 21.5
COCCCn1c(=O)c2ccccc2n(Cc2ccc(C)cc2)c1=O | 4.5 | -5.0 | 17.6 | -19.8 | -1.7 | nt | -2.3 | 9.9
C/C=C/c1ccc([C@H]2[C@@H](CO)N3C(=O)CN(Cc4ccc(C(=O)OC)cc4)C[C@@H]23)cc1 | 2.6 | 13.1 | -9.5 | nt | nt | 4.2 | nt | nt
c1cc[n+](CCCC[n+]2ccccc2)cc1 | -0.1 | 16.6 | 12.0 | 16.8 | -0.1 | 4.1 | -5.4 | 9.6
COc1ccc(Cl)cc1NC(=O)NC(C)C(C)(C)C (stereo not drawn) | -9.5 | -22.0 | 10.0 | 3.3 | nt | nt | nt | nt
Cc1cc(C(=O)Nc2cccc3c2O[C@H](CN(C)Cc2ccc(Cl)c(Cl)c2)[C@H](C)CN([C@H](C)CO)C3=O)n(C)n1 | -20.0 | 3.7 | 36.4 | 0.0 | 3.2 | -9.8 | -2.0 | 23.0
